Screening results as filed in PubChem.
M. tuberculosis HTS = M. tuberculosis growth inhibition, HTS (AID 449762); 330,000 tested, 0.59% active; inhibition, % at 25 µM; hits with a dose series show IC50 in µM; M. tuberculosis H37Rv growth inhibition, 7H9 media; higher % means a stronger effect; in the data active = a potency from the dose series; inconclusive = inhibition above about 70% without an active follow-up result;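 also: bacterial growth assessed after seven days of incubation; strong numbers were not always called active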
influenza NS1A = NS1A inhibition, H1N1 influenza, cell based functional assay (AID 504329); one-dose inhibition, % at 12.5 µM; IC50 in µM for titrated hits; 340,000 tested, 0.3% active; NS1A functional cell-based assay, percent inhibition; higher % means a stronger effect; in the data active = a potency from the dose series; inconclusive = inhibition above about 27% without an active follow-up result; also: strong numbers were not always called active
inhibitors of VEEV = inhibitors of VEEV TC-83 cytopathic effect, confirmation, Vero cells (AID 588727). Vero cells, VEEV TC-83 cytopathic effect inhibition; higher % means a stronger effect. inhibition, % at 20 µM, or IC50 in µM where a hit was titrated. 350,000 tested, 0.13% active; in the data active = a potency from the dose series; inconclusive = inhibition mostly from about 14% at the one dose, without a potency; inactive = the rest, 99 in 100 with inhibition below about 12%; also: strong numbers were not always called active
Salmonella PhoP GFP = Inhibition of PhoP regulon, Salmonella typhi GFP reporter cells, confirmation, 4 h (AID 1850) | Salmonella Typhi PhoP-promoter GFP reporter, fluorescence, 4 h; higher % means a stronger effect | one-dose inhibition, % at 50 µM; IC50 in µM for titrated hits | 310,000 tested, 0.33% active; in the data active = a potency from the dose series; inconclusive = inhibition mostly from about 25% at the one dose, without a potency; inactive = the rest, 99 in 100 with inhibition below about 19%;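 also: 0% = induced wells with vehicle and 100% = uninduced wells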
tuberculosis growth = growth inhibition of non-replicating M. tuberculosis (AID 488890); Mycobacterium tuberculosis non-replicating, growth inhibition; higher % means a stronger effect; one-dose inhibition, % at 25 µM; IC50 in µM for titrated hits; 320,000 tested, 0.39% active; in the data active = a potency from the dose series; inconclusive = inhibition mostly from about 82% at the one dose, without a potency; inactive = the rest, 99 in 100 with inhibition below about 76%;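 also: plate controls were DMSO cells for no effect and high antibiotic wells for full effect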
inhibitors of VEEV 10K pilot screen = further read-out of inhibitors of VEEV, marked with its call; inhibition, %; measured here: 10K pilot screen inhibition
* = called active by the depositor; i = inactive; ? = inconclusive; . = not tested or not shown. Not a hit list; 1.4% or so of the library scored in one or more.

SMILES | M. tuberculosis HTS | influenza NS1A | inhibitors of VEEV | Salmonella PhoP GFP | tuberculosis growth | others
COc1cc(-c2cc(C(=O)Nc3cc(S(=O)(=O)N4CCOCC4)ccc3C)c3ccccc3n2)cc(OC)c1OC | . | -2% | 7.8% | . | .
CC(C)(O)[C@H](O)Cc1cc2ccc(=O)oc2cc1O[C@@H]1O[C@H](CO)[C@@H](O)[C@H](O)[C@H]1O | 1% | 3% | i | . | -13% | inhibitors of VEEV 10K pilot screen=0.2
CCCCN(CC(=O)Nc1cccc(S(=O)(=O)N2CCCC2)c1)Cc1nc2ccccc2c(=O)[nH]1 | . | -11% | 13% | . | .
O=C1c2ccccc2C(=O)N1CC1=NCCc2ccccc21 | -9% | -3% | 1.2% | 1% | 3%
O=C(CCN1C(=O)c2ccccc2S1(=O)=O)Nc1ccccc1F | . | -2% | 0.8% | . | .
COC(=O)[C@@H]1C(OC(=O)c2ccccc2)CC2CCC1N2C (some centres not stated) | 2% | -2% | 0.5% | . | 4%
Cc1ccccc1C(=O)Nn1cnc2ccccc2c1=O | 2% | -3% | 1.2% | 11% | -6%
Cc1occc1C(=O)N1CCCC(CCC(=O)NCc2ccc(F)c(F)c2)C1 (configuration not stated) | -5% | 2% | i | -2% | 5%
CN1C(=O)c2oc3ccccc3c(=O)c2C1c1cccnc1 (configuration not stated) | -8% | 3% | 1.0% | 11% | 7%
COc1ccc(C(C(=O)NCc2ccccc2)N(Cc2ccco2)C(=O)c2snc(C(N)=O)c2N)cc1OC (configuration not stated) | 7% | -4% | 10% | 7% | -3%
COc1ccc(-c2cc3ccc(OCc4nn[nH]n4)cc3oc2=O)cc1OC | -4% | -10% | 0.2% | 0% | 7%
CC(C)n1c(CN2CCN(Cc3ccccc3)CC2)nc2ccccc21 | -1% | -2% | i | -9% | 17%
N/C(=N\OC(=O)c1ccccc1F)c1cccc([N+](=O)[O-])c1 | 52% | 3% | 1.7% | -4% | 74%
Cc1cccc(NC(=O)C2CCCN(S(=O)(=O)c3cccc4nsnc34)C2)n1 (configuration not stated) | -4% | -9% | 0.4% | 5% | -11%
CC(=O)COc1ccc(-c2csnn2)cc1 | 7% | -16% | 0.6% | 8% | 22%
COc1ccc(C(C)=O)cc1Cn1cnc2c(cnn2C)c1=O | 4% | -3% | 0.5% | 1% | -3%
Cc1cc(OCC(=O)NCCN2CCOCC2)c2c(C)c(C)c(=O)oc2c1 | -3% | 12% | 0.1% | 5% | 2%
O=C(c1cccc(S(=O)(=O)N2CCN(c3ccccc3)CC2)c1)N1CCCCCCC1 | -2% | -10% | 2.8% | 3% | 20%
CCCCOc1ccc(N(CC(=O)NC(C)(C)C)C(=O)CCC(=O)Nc2nccs2)cc1 | 2% | -4% | 0.1% | 0% | 8%
CCN1CCN(S(=O)(=O)c2cccs2)CC1 | 0% | 1% | 0.3% | 16% | 4%
CCOc1ccccc1OCC(=O)Nc1nnc(C)s1 | -6% | -4% | i | -1% | -4%
COc1ccccc1NC(=O)C1CCCN1C(=O)Nc1ccc(F)cc1 (configuration not stated) | 9% | -1% | i | -13% | -4%
COc1ccccc1OCC(=O)Sc1ccc(C)cc1 | 5% | 2% | i | -1% | ?
Cc1ccc(S(=O)(=O)NCCN=Cc2ccc(N(C)C)cc2)cc1 | -5% | -7% | 1.8% | -5% | -9%
Cc1ccc(N(CC(=O)NC2CC2)S(=O)(=O)c2ccccc2)c(C)c1 | 10% | -6% | 9.3% | -3% | 2%
SMILES | M. tuberculosis HTS | influenza NS1A | inhibitors of VEEV | Salmonella PhoP GFP | tuberculosis growth | others
CC(C)(C)NC(=O)NC(=O)Cn1ccsc1=N | -3% | 0% | 0.1% | 5% | -5% | inhibitors of VEEV 10K pilot screen=0.5
O=C(NN=Cc1ccc(F)cc1)c1ccccc1NS(=O)(=O)c1cccs1 | 3% | -6% | 1.1% | . | 41%
CCOc1ccc(C(=O)Nc2cccc(-c3nc4cccnc4o3)c2)cc1Cl | -9% | -16% | i | -9% | 3%
COc1ccc2[nH]c3nc(SCC(=O)Nc4cccc(NC(C)=O)c4)nnc3c2c1 | -7% | 0% | 2.6% | -2% | -12%
CSc1nnc(-c2ccc(NC(=O)CCc3ccccc3)cc2)n1C | -19% | -5% | 2.7% | -1% | 24%
COc1ccc(CNC(=O)CSc2cc(=O)n(C)c3ccccc23)cc1 | 0% | 0% | 0.5% | 12% | -18%
COc1ccccc1Oc1coc2c(CN3CCN(C)CC3)c(O)ccc2c1=O | 2% | -2% | i | 30% | 6%
O=C(NCCCc1ccccc1)C1CC1 | -3% | . | i | -17% | -2%
COc1ccc2c(Cn3cnc4cc([N+](=O)[O-])ccc4c3=O)cc(=O)oc2c1 | 0% | -5% | 1.0% | 3% | 10%
O=C(COC(=O)CC1CC2CCC1C2)Nc1ccccc1Cl (configuration not stated) | 0% | -6% | 3.5% | . | 77%
O=C(Nc1cccc(C(F)(F)F)c1)c1cccnc1NCCO | 0% | 1% | 1.9% | -5% | 9%
CCOc1ccc(NC(=O)CSc2nc3c([nH]c4ccccc43)c(=O)n2C)cc1 | 1% | 3% | 1.2% | 4% | .
CC(CN1CCOCC1)(NS(=O)(=O)c1ccccc1)c1ccccc1 (configuration not stated) | 7% | -8% | i | -2% | 3%
O=C(Cn1nc(C(=O)O)c2ccccc2c1=O)c1cc(F)ccc1F | -5% | 9% | 1.2% | 22% | -11%
CCOC(=O)N1CCC(N2CCCC(C(=O)c3ccc4cc(OC)ccc4c3)C2)CC1 (configuration not stated) | ? | 8% | 0.6% | -2% | i
Cc1cc(NC(=O)c2ccc(N3CCCC3)c([N+](=O)[O-])c2)no1 | -1% | 17% | i | -4% | 0%
O=C(O)CCCNS(=O)(=O)c1ccc(F)cc1 | -23% | -15% | i | 9% | -9%
COc1ccc(-n2nc(C(=O)NCC(=O)NCC3COc4ccccc4O3)c3ccccc3c2=O)cc1 (configuration not stated) | 22% | -6% | 6.8% | 10% | 38%
CC1CC(C)CN(C(=O)c2ccc3ncsc3c2)C1 (configuration not stated) | 3% | 1% | i | . | .
COC(=O)C(C)Sc1nc2c(c(=O)n(C)c(=O)n2C)n1Cc1cccc(C)c1 (configuration not stated) | . | 0% | 2.6% | . | .
O=C(NCC1CCCO1)c1nc(Cn2ccc([N+](=O)[O-])n2)no1 (configuration not stated) | 3% | -11% | 0.0% | -4% | -7%
O=C(CN1CCN(c2nc(-c3ccc(F)cc3)cs2)CC1)NCc1ccc2c(c1)OCO2 | 43µM* | 4% | i | -2% | 14%
O=c1c(-c2ccccc2)c(-c2ccccc2)oc2cc(O)cc(O)c12 | 15% | 2% | 2.9% | 2% | 21%
Cc1ccccc1-n1cc(C(=O)c2cc(Cl)ccc2O)cc(C#N)c1=O | -11% | 1% | 2.0% | -6% | 19%
NC(=O)COC(=O)c1ccc(Cl)c(S(=O)(=O)N2CCN(c3ccc(F)cc3)CC2)c1 | ? | -11% | 0.8% | -1% | 51%
SMILES | M. tuberculosis HTS | influenza NS1A | inhibitors of VEEV | Salmonella PhoP GFP | tuberculosis growth | others
COc1cccc(/C=N/NC(=O)C(=O)Nc2ccccc2OC(F)(F)C(F)F)c1 | 3% | -4% | 1.4% | -7% | -4%
CCOCCn1c(CN2CCN(c3cccc(Cl)c3)CC2)nc2c1c(=O)n(C)c(=O)n2C | -4% | 4% | i | -4% | 29%
CCOc1ccc2nc(N(Cc3ccccc3)C(=O)CCNC(C)=O)sc2c1 | 2% | -9% | 2.5% | -10% | 11%
COc1ccc(Cl)cc1C(=O)NNC(=O)COC(=O)c1cccs1 | 5% | 7% | i | . | 6%
CCOc1ccc(NC(=O)CN(C)C(=O)c2cn(-c3ccccc3)nc2-c2cccs2)cc1OCC | 4% | -9% | 6.6% | -6% | 18%
C[C@H]1[C@H](c2ccccc2)C[C@@H](C(=O)O)C1(C)C | -5% | 0% | 1.1% | -19% | -5%
COc1ccc(-c2nc(N)nc(C(F)(F)F)c2-c2cscn2)c(O)c1 | 2% | -1% | i | 12% | 5%
COC(=O)CCCC1=CC2=CC(=O)C(C)(OC(=O)c3cccs3)C(=O)C2=CN1C1CC1 (configuration not stated) | 0% | 19% | 0.2% | 1% | 0%
S=C(NC1CCCC1)N1CCOCC1 | -1% | -1% | i | -11% | -16%
CC(=O)Oc1ccc(C(=O)Nc2ccccc2C(=O)Nc2cccc(C(=O)O)c2)cc1 | 6% | -4% | 0.8% | -1% | -14%
O=C(Nc1ccc2c(c1)OCO2)c1cnn2c1NC(c1ccco1)CC2C(F)(F)F (configuration not stated) | -5% | 4% | 3.3% | -6% | 2%
N#Cc1ccccc1Cn1c(=O)n(CCCC(=O)NCc2ccc3c(c2)OCO3)c(=O)c2ccccc21 | 18% | -10% | i | 13% | -20%
O=C(O)c1ccc(-n2[nH]c3c(c2=O)CCCC3)cc1 | 5% | 1% | 1.7% | -4% | -1%
COc1ccc(OC)c(NC(=O)COC(=O)CN(C)S(=O)(=O)c2ccc(C)cc2)c1 | 1% | 33% | i | 7% | -2%
CC1CCCN(CCOc2ccc(Br)cc2)C1 (configuration not stated) | -7% | 1% | 1.1% | -1% | .
CN1CCN(S(=O)(=O)c2cccc(C(=O)Nc3sccc3C#N)c2)CC1 | -5% | -9% | 8.0% | . | -6%
Cc1ccc(-c2nnn(CC(=O)N(Cc3cccs3)C(C(=O)NC3CCCCC3)c3ccco3)n2)o1 (configuration not stated) | -1% | -23% | 0.5% | -6% | -4%
Cc1cc(-c2ccccc2)n2nc(N)nc2n1 | 1% | -3% | i | 2% | -18%
Cc1ccc(C(=O)Nc2ccc3c(c2)OCCO3)cc1 | 1% | -5% | 1.8% | 13% | 15%
Cc1ccc2cccc(NC(=O)c3ccc(Br)o3)c2n1 | 17% | 10% | 5.6% | 7% | 32%
Cc1ccc(CN(C)C(=O)C2CCC(=O)N(CC3CCCCC3)C2)o1 (configuration not stated) | -1% | -8% | 1.0% | 8% | 9%
COc1ccc(Nc2nc(C(C)(C)C)nc3c2nnn3Cc2ccccc2Cl)cc1OC | -5% | -5% | 0.5% | 0% | -1%
CCn1c2ccccc2c2cc(NC(=O)c3cc(C)on3)ccc21 | 16% | 6% | 6.9% | 2% | 22%
O=c1cc(-c2ccccc2)[nH]c2cc(Cl)ccc12 | 0% | -1% | 0.1% | 2% | 1%
CC(Sc1nnc(-c2ccncc2)n1C)C(=O)NCC1CCCO1 (configuration not stated) | 1% | 2% | 2.2% | -8% | -11%

Entries above that contain a COOH group (5):
SMILES | M. tuberculosis HTS | influenza NS1A | inhibitors of VEEV | Salmonella PhoP GFP | tuberculosis growth | others
O=C(Cn1nc(C(=O)O)c2ccccc2c1=O)c1cc(F)ccc1F | -5% | 9% | 1.2% | 22% | -11%
O=C(O)CCCNS(=O)(=O)c1ccc(F)cc1 | -23% | -15% | i | 9% | -9%
C[C@H]1[C@H](c2ccccc2)C[C@@H](C(=O)O)C1(C)C | -5% | 0% | 1.1% | -19% | -5%
CC(=O)Oc1ccc(C(=O)Nc2ccccc2C(=O)Nc2cccc(C(=O)O)c2)cc1 | 6% | -4% | 0.8% | -1% | -14%
O=C(O)c1ccc(-n2[nH]c3c(c2=O)CCCC3)cc1 | 5% | 1% | 1.7% | -4% | -1%

Next part:
SMILES | M. tuberculosis HTS | influenza NS1A | inhibitors of VEEV | Salmonella PhoP GFP | tuberculosis growth | others
CCOC(=O)N1CCN(c2cc(=O)n(-c3ccccc3Cl)c(=O)[nH]2)CC1 | -6% | 4% | 0.2% | -15% | .
Cc1c(CCCl)c(Cl)n2c(nc3ccccc32)c1C#N | . | -4% | ? | . | .
COC(=O)c1c(-c2cccc(C)c2)csc1N | -6% | 2% | i | 24% | -4%
CC(=O)Nc1cccc(-c2nnc(SCC(=O)n3c4c(c5ccccc53)CCCC4)n2C)c1 | -5% | 5% | 4.1% | -2% | -6%
O=C1CC(c2ccccc2)CC(O)=C1C=NCc1ccc(Cl)c(Cl)c1 (configuration not stated) | 41% | -18% | 0.9% | -16% | 0%
Cc1ccc(Cn2ccc(NC(=O)c3cc(C4CC4)on3)n2)cc1 | 2% | -32% | 1.2% | -5% | 64%
Cc1ccc2c(c1)=C(c1sc(N(C)c3ccc(O)cc3)nc1O)C(=O)N=2 | 4% | 11% | 0.3% | -13% | -12%

Random excerpt: two entries already listed, in no set order.
SMILES | M. tuberculosis HTS | influenza NS1A | inhibitors of VEEV | Salmonella PhoP GFP | tuberculosis growth | others
CCOC(=O)N1CCN(c2cc(=O)n(-c3ccccc3Cl)c(=O)[nH]2)CC1 | -6% | 4% | 0.2% | -15% | .
O=C1CC(c2ccccc2)CC(O)=C1C=NCc1ccc(Cl)c(Cl)c1 (configuration not stated) | 41% | -18% | 0.9% | -16% | 0%
